proKLK7 act = activates the human kallikrein-7 zymogen; purified proKLK7, EDANS-DABCYL substrate fluorescence; 100% is mature enzyme control, 0% vehicle; activation, % at 7 µM; 370,000 compounds, 0.9% hits; AID 652039;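 active = activation above the mean of all tested compounds plus 3 SD, computed per campaign excluding outliers beyond control limits, cut at about 13% in these data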
Target sequence (P49862 whole entry, looked up): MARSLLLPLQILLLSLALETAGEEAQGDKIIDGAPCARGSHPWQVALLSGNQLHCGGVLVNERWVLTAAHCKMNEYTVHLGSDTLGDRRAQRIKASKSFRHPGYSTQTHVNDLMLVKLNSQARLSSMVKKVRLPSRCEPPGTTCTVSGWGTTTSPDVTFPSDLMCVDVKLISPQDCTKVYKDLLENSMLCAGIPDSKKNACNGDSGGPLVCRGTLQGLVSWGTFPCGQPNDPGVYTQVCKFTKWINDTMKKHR
UHRF1 binding = human UHRF1 methylated DNA binding inhibitors. Q96T88. UHRF1 binding to methylated oligo, TR-FRET. inhibition, % at 4.4 µM. 370,000 compounds, 0.75% hits; in the data active = inhibition above about 21%;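 note: UHRF1 SRA domain binding a hemimethylated CpG hairpin DNA probe; 0% = median of test compound wells and 100% = reference inhibitor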
PLCg1 inh = blocks human PLC-gamma1 enzyme activity; P19174; purified PLC-gamma1, fluorogenic substrate, fluorescence; inhibition, % at 12.2 µM; 370,000 compounds, 0.84% hits; AID 720700; in the data active = inhibition above about 9.5%
PLC-beta3 inh = blocks human PLC-beta3 enzyme activity. Q01970. Purified PLC-beta3, fluorogenic substrate, fluorescence. inhibition, % at 12.2 µM. 370,000 compounds, 0.18% hits; in the data active = inhibition above about 11%;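 note: 0% = median of compound wells on plate and 100% = full blocker control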
MBD2 inh = MBD2-methylated oligo binding inhibition | Q9UBB5 | inhibition, % at 4.4 µM | TR-FRET, MBD2 binding to methylated oligonucleotide | 370,000 compounds, 0.31% hits; in the data active = inhibition above about 13%
ASAP1 inh = ASAP1 ArfGAP inhibition; ASAP1-stimulated ARF1 GTP hydrolysis, GDP FP detection; inhibition, % at 16.5 µM; 360,000 compounds, 0.19% hits; AID 624377; in the data active = inhibition above about 25%;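 note: 0% = vehicle with enzyme and substrate and 100% = no enzyme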
Tn6 DDE FP = DD(E)-Tn6 binding inhibition, primary FP screen | P02675 | Fibrin DD(E) TRITC-Tn6 fluorescence polarization displacement | inhibition, % at 8.3 µM | 370,000 compounds, 0.21% hits | AID 720509;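 active = inhibition above a per-campaign cutoff: mean of compounds within control limits plus 3 SD, cut at about 15% in these data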;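 note: 0% = median of all compound wells on the plate and 100% = blocking peptide control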
ARFGAP1 inh = rat ARFGAP1 inhibition. Arfgap1-stimulated ARF1 GTP hydrolysis, GDP FP detection. AID 651572. Q62848. inhibition, % at 16.5 µM. 360,000 compounds, 0.26% hits;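 active = inhibition above a per-plate limit, mean inhibition of low control wells plus 3 SD, cut at about 25% in these data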;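 note: 0% = DMSO wells with enzyme and 100% = wells lacking Arfgap1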
Target sequence (Q62848 1-136 limits assumed): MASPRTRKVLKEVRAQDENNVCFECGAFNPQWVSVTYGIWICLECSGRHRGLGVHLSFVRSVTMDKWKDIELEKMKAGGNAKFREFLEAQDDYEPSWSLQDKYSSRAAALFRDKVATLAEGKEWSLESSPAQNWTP
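System: truncated rat Arfgap1 GAP domain / Medium: HEPES-based buffer, pH 7.5 / Also added: N-terminally truncated human ARF1-GTP substrate / Incubation: enzyme reaction 120 min at 25 °C after 20 min preincubation / Measured by: FP of antibody-bound GDP Alexa 633 tracer, ex 620/em 688 nm / Replicates: singlicate, each compound tested once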
Tn7 DDE FP = inhibitors of Tn7 peptide binding to human fibrin DD(E). P02675. FP displacement of FITC-Tn7 peptide from fibrin DD(E); 0% = median of compound wells per plate. inhibition, % at 8.3 µM. 370,000 compounds, 0.13% hits;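 active = inhibition above the mean of compounds falling within the control limits plus 3 SD of them, cut at about 14% in these data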;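 note: 0% = plate median of compound wells and 100% = 10 µM Aha-Tn7 peptide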
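Assay system: human fibrin DD(E) protein / Input: 2 µM fibrin DD(E) / Benchmarks: high control of 10 µM Aha-Tn7 peptide / Measured by: fluorescence polarization of the labelled Tn7 tracer / Medium: Tris buffer with calcium and detergent, pH 7.8 / Timing: 10 min compound pre-incubation, 3 h probe incubation at room temperature / Repeats: one replicate per compound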
ADAM17 inh = inhibitors of human ADAM17; inhibition, % at 6.95 µM; P78536; recombinant ADAM17, EDANS/DABCYL FRET peptide cleavage; 370,000 compounds, 0.83% hits;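 active = inhibition above the mean of compounds lying between control limits plus 3 SD, set per campaign, cut at about 8.5% in these data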;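 note: 0% = DMSO-only wells as the low control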
Target sequence (P78536 215-824 limits assumed): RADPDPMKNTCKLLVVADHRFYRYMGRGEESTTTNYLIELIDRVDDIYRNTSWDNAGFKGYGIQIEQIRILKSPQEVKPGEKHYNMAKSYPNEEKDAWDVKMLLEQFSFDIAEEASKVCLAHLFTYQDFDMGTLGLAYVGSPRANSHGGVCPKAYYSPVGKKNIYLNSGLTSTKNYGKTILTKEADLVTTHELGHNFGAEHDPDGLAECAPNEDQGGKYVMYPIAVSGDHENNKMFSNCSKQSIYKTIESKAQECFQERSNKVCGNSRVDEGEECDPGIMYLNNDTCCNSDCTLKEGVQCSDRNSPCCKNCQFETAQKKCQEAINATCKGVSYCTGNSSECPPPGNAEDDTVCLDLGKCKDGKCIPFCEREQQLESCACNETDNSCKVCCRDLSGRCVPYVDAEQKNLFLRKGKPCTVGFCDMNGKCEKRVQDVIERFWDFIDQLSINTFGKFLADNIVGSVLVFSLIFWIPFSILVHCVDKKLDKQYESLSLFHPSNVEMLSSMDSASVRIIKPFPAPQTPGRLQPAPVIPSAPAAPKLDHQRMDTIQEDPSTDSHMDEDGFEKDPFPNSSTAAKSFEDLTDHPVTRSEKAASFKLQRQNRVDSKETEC
* hit, by the source's call; . = not tested or not shown.

SMILES,proKLK7 act,UHRF1 binding,PLCg1 inh,PLC-beta3 inh,MBD2 inh,ASAP1 inh,Tn6 DDE FP,ARFGAP1 inh,Tn7 DDE FP,ADAM17 inh
c1ccc(-c2nc(C3CCCCC3)c3sccc3n2)cc1,0.2,-2,2,1,-2,17,1,6,-2,0
CCOc1cc(C(=O)OCC(=O)NC(C)c2ccccc2)ccc1OCC(=O)N1CCOCC1 (stereo not given),0.2,-1,-2,1,5,22,-3,19,1,-4
Cc1cc(C)cc(CC(=O)N2CCC2(C)C(=O)NS(=O)(=O)c2ccc(C(C)(C)C)cc2)c1 (stereo not given),-0.2,2,-7,-10,5,-3,1,-15,2,-6
CC(C)N(Cc1nc(-c2ccccc2)no1)C(=O)CN1C(=O)c2ccccc2C1=O,0.3,3,9,8,0,-13,2,-2,-10,6
CSc1ncccc1C(=O)OCC(=O)NC1CCCC1,0.1,2,3,1,1,5,0,5,-1,1
Cc1[nH]c2ccccc2c1Cc1nnc(SCCC#N)o1,-0.2,1,-7,-5,3,0,-8,5,-7,-2
COc1ccc(S(=O)(=O)N/N=C\c2ccc(OC)c(COc3ccc(C)cc3[N+](=O)[O-])c2)cc1,0.2,1,3,3,2,3,-5,-8,4,0
O=C(CSc1ncc(C(F)(F)F)cc1Cl)N1CCNC1=O,0.4,0,-1,-4,1,13,-3,0,-1,-6
CCCc1nc2ccc(Br)cn2c1Cc1ccccc1OC,-0.4,14,-12,-20,7,-2,-1,2,-9,-9
CN1CCN(c2ccc(Nc3ccnc4cc(Cl)ccc34)cc2)CC1,1.0,3,-5,-5,2,2,6,-11,3,2
COc1ccc(NC(=S)N/C(=N/S(=O)(=O)c2ccc(C)cc2)c2ccccc2)cc1,0.3,5,2,6,1,1,-1,1,-8,4
CCOc1ccc(NC(=O)CSc2ccc(-c3ccccn3)nn2)cc1,-1.2,3,6,-6,-3,8,-4,-5,-1,1
CC(OC(=O)Cc1ccc(Cl)cc1)C(=O)NC1CCCCC1C (stereo not given),0.1,2,0,-1,0,3,10,-1,1,1
CCC1CCCCN1C(=O)Cn1c(=O)n(CCC(=O)NCc2ccco2)c(=O)c2sccc21 (stereo not given),0.3,0,-3,-2,5,-1,-10,-12,5,-6
Cc1ccc(OCCOCCN2CCCCC2)c([N+](=O)[O-])c1,-0.3,6,-2,3,2,1,-5,5,-6,-1
CCOc1ccccc1NC(=S)N1CCN(c2nc(-c3cccc(OC)c3)cs2)CC1,0.7,0,1,-7,4,-4,0,13,6,-6
C[C@@H]1CCCCO[C@H](CN(C)Cc2ccc(C(F)(F)F)cc2)[C@H](C)CN([C@@H](C)CO)C(=O)c2cc(NC(=O)Cc3ccccc3)ccc2O1,-0.3,1,1,-1,3,-6,1,20,3,3
COc1ccc(-c2cc3ccccc3oc2=O)cc1NC(=O)c1ccc(Br)o1,-1.0,-2,-38,-50,5,12,13,14,4,-8
Nc1ncnc2c1nc(Br)n2[C@@H]1O[C@@H]2COP(=O)(O)O[C@H]2[C@H]1O,-0.2,0,-1,0,-1,6,8,-10,5,-8
Nc1ccc2nc3c(=O)[nH]c(=S)[nH]c3nc2c1,6.4,30*,-101,-146,8,1,1,10,8,-9
O=C(/C=C/c1ccccc1Cl)OCC(=O)N1CCc2ccccc21,0.1,-1,2,-10,1,3,-3,-13,3,0
Cc1ccc(-n2nc(C)c3c(C)c(CCC(=O)NCCCOC(C)C)c(C)nc32)cc1,-1.7,-3,-27,-44,0,-10,-5,-4,-1,-43
Cc1cc(N2CCNC[C@H]2C)ccc1N1CCS(=O)(=O)CC1,0.1,4,-1,1,1,5,0,-6,5,-2
C=C1CC(Cn2cc(Br)c(=O)[nH]c2=O)(c2ccc(-c3ccccc3)cc2)OC1=O (stereo not given),0.1,0,1,-9,3,5,4,-6,3,-2
S=c1[nH]nc(-c2cccc(Cl)c2)n1/N=C/c1ccc(-c2ccccc2Br)o1,0.5,-1,0,-5,2,2,-6,6,3,-6
CCN1CCN(C(=O)C2CCN(c3nnc(-n4c(C)ccc4C)s3)CC2)CC1,2.6,-1,-2,-4,-5,-1,-5,0,3,-1
COc1ccc(Br)cc1CNC(=O)Cc1c(C(=O)O)[nH]c2ccc(Cl)cc12,-1.2,-4,-1,-3,-5,7,3,-2,-5,1
Cn1c(SCC(=O)NC(=O)Cc2ccccc2)nnc1-c1ccc(F)cc1,-0.7,2,1,2,-4,-11,-3,10,-2,-4
CCCOc1ccc(C(=O)N2CCCC2C(=O)O)cc1 (stereo not given),-0.1,8,0,2,8,11,-3,16,1,-3
Clc1cc(Br)ccc1OCCOCCN1CCCC1,0.0,1,2,-1,2,-7,1,-6,4,-2
c1ccc(CN2CCN(c3nc4ccccc4s3)CC2)cc1,0.0,3,-80,-4,0,1,0,-6,2,-4
N#CCCN1CCN(Cn2c3ccccc3c3ccccc32)CC1,0.5,3,4,-1,1,0,-2,-6,3,-4
O=C(COc1ccc(F)cc1)N(Cc1ccco1)C1CCS(=O)(=O)C1 (stereo not given),0.2,1,0,-10,4,-6,-11,-4,3,-4
CN(c1ccccc1)S(=O)(=O)c1ccc2ccccc2c1,0.1,0,3,-7,6,13,-2,0,0,5
O=C1NC2(CCCCCC2)C(=O)N1Cc1cccc([N+](=O)[O-])c1,0.7,2,-1,-5,3,1,-4,4,1,-2
COC(=O)Oc1cncc(C(=O)O)c1,0.0,0,1,-3,-1,-1,2,-13,5,-6
CC(C)(C)c1ccc(/C=C/C(=O)NCCCn2ccnc2)cc1,-0.2,-1,2,-5,4,3,-12,19,-6,0
COC(=O)c1ccc(S(=O)(=O)N2CCC(NC(=O)Cc3ccccc3)CC2)cc1,0.1,12,-1,-2,3,.,-3,.,0,1
Cc1ccc(C(=O)Nc2ncc([N+](=O)[O-])s2)cc1,-0.2,-1,1,-7,-3,5,5,6,1,-2
CCOC(=O)N1CCC(N2CC34C=CC(O3)C(C(=O)Nc3ccc(C)cc3)C4C2=O)CC1 (stereo not given),0.4,3,-1,-1,-3,7,-2,3,0,1
O=C(c1cn(-c2ccccc2)nc1-c1ccc(Cl)cc1)N1CCOCC1,0.1,0,0,-3,-4,-13,-1,4,-6,3
COc1ccc(N(C=O)C(C(=O)Nc2c(C)cccc2C)c2ccccc2)cc1 (stereo not given),0.7,-1,2,-6,-2,11,8,-5,-3,1
Cc1nn(C(=O)c2ccco2)c(C)c1Sc1ccccc1,0.1,-2,0,-2,1,-8,4,2,1,0
Cn1c2ccccc2c2cc(/C=C(\NC(=O)c3ccccc3)C(=O)NCC(=O)O)ccc21,0.4,-2,-51,-72,3,-14,-4,10,0,-6
COc1ccc(/C=C(\NC(=O)c2ccc(C)cc2)C(=O)N2CCCCC2)cc1,-0.2,1,5,-2,1,-7,-4,-4,-2,2
Cc1nc2ccc(NC(=S)N3CCC(C)CC3)cc2nc1C,4.5,1,-333,-387,-2,5,3,-1,-8,-41
COc1ccc(NC2CCCN(C(=O)c3csc(C(C)C)n3)C2)cc1OC (stereo not given),-0.6,-4,-7,-18,-2,-9,1,12,-6,-3
Cn1c(-c2ccc(C(C)(C)C)cc2)n[nH]c1=S,-0.1,2,-10,-12,1,-16,3,8,10,-11
O=C(N/N=C/c1ccc(O)cc1)c1ccncc1,-1.0,-2,3,-5,2,-5,0,-6,4,0
C#CCOc1ccccc1C(=O)NNc1ccc([N+](=O)[O-])cc1[N+](=O)[O-],0.2,-2,0,1,-2,2,6,7,3,-2
COc1ccc(-c2nnn(CC(=O)N(CCCO)C(C(=O)NC3CCCC3)c3ccncc3)n2)cc1 (stereo not given),0.3,28*,2,-2,-1,4,1,3,0,-4
CC(C)c1nc2sc3c(=O)[nH]cnc3c2c2c1CCC2,-6.3,3,-122,-132,2,-1,2,13,-4,-44
COc1ccccc1C1=NOC(COc2ccc3c(C)cc(=O)oc3c2)C1 (stereo not given),0.0,-3,-7,-13,-3,0,-2,-1,-2,-19
N#CC(CCc1ccc([N+](=O)[O-])cc1)(CCc1ccc([N+](=O)[O-])cc1)C(N)=O,-2.2,-6,-36,-40,-7,0,2,7,-8,-4
CN(C)c1ccc(N=Nc2ccccc2Br)cc1,0.1,0,2,-3,2,-12,-5,-2,-3,-5
CCc1ccc(CN(C)C(C)C(=O)Nc2ccc(S(=O)(=O)N3CCCC3)cc2)cc1 (stereo not given),0.8,-2,-3,-1,4,1,5,1,-1,0
Cc1ccc(Nc2nc(N)nc(CN3CCC(C)CC3)n2)c(C)c1,-0.5,3,2,2,0,-13,4,-1,5,-1
COc1cccc(C(C)(O)c2nc(-c3ccc(C)c(C)c3)cs2)c1 (stereo not given),0.0,-2,-3,1,1,7,-5,16,-9,8
COc1ccc(C2=Nc3ccccc3N(C(=O)c3ccc(C(F)(F)F)cc3)C2C(=O)NCc2ccccc2)cc1 (stereo not given),-4.7,0,-26,-31,4,12,-1,3,3,5
CCOC(=O)C1=C(C)N(CCCCCC(=O)O)C(=O)NC1c1ccccc1Cl (stereo not given),0.9,1,0,3,4,0,1,-7,-4,-1

Full records from above. Order of screens: proKLK7 act | UHRF1 binding | PLCg1 inh | PLC-beta3 inh | MBD2 inh | ASAP1 inh | Tn6 DDE FP | ARFGAP1 inh | Tn7 DDE FP | ADAM17 inh
Entry for CCOC(=O)C1=C(C)N(CCCCCC(=O)O)C(=O)NC1c1ccccc1Cl (stereo not given) : 0.9 | 1 | 0 | 3 | 4 | 0 | 1 | -7 | -4 | -1
Entry for CCc1ccc(CN(C)C(C)C(=O)Nc2ccc(S(=O)(=O)N3CCCC3)cc2)cc1 (stereo not given) : 0.8 | -2 | -3 | -1 | 4 | 1 | 5 | 1 | -1 | 0

Carrying on:
SMILES,proKLK7 act,UHRF1 binding,PLCg1 inh,PLC-beta3 inh,MBD2 inh,ASAP1 inh,Tn6 DDE FP,ARFGAP1 inh,Tn7 DDE FP,ADAM17 inh
Cc1sc2nc(COC(=O)c3ccc(N4CCCC4)c([N+](=O)[O-])c3)[nH]c(=O)c2c1C,0.0,-1,-11,-17,3,3,-5,-6,-1,1
CCOC(=O)[C@]12CCC=C1N(Cc1ccco1)C(=O)[C@H](CC(=O)NCCCN1CCCC1=O)C2,-0.3,-1,-3,-9,2,-3,8,-5,1,-5
O=C(N/N=C/c1cn(Cc2ccccc2)c2ccccc12)c1cc(O)cc(O)c1,0.2,15,-69,-97,0,3,-4,5,0,-7
CC(OC(=O)C12CC3CC(CC(O)(C3)C1)C2)C(N)=O (stereo not given),0.4,1,1,-3,-2,-3,0,-12,-3,-5

In the list so far, these contain a CF3 group.
SMILES,proKLK7 act,UHRF1 binding,PLCg1 inh,PLC-beta3 inh,MBD2 inh,ASAP1 inh,Tn6 DDE FP,ARFGAP1 inh,Tn7 DDE FP,ADAM17 inh
O=C(CSc1ncc(C(F)(F)F)cc1Cl)N1CCNC1=O,0.4,0,-1,-4,1,13,-3,0,-1,-6
C[C@@H]1CCCCO[C@H](CN(C)Cc2ccc(C(F)(F)F)cc2)[C@H](C)CN([C@@H](C)CO)C(=O)c2cc(NC(=O)Cc3ccccc3)ccc2O1,-0.3,1,1,-1,3,-6,1,20,3,3
COc1ccc(C2=Nc3ccccc3N(C(=O)c3ccc(C(F)(F)F)cc3)C2C(=O)NCc2ccccc2)cc1 (stereo not given),-4.7,0,-26,-31,4,12,-1,3,3,5

Source: PubChem (The Scripps Research Institute Molecular Screening Center)
